Screens deposited in PubChem by several laboratories.
G6PDH CS: counter-screen for G6PDH assay hits: L. mesenteroides G6PDH inhibition; inhibition, % at 5 µM; Purified L. mesenteroides G6PDH, diaphorase/resazurin coupled fluorescence, 45 min; 200,000 tested, 0.12% active; in the data active = inhibition above about 50%
STAT1 inh: reduces IFN-gamma driven STAT1 reporter signal; inhibition, % at 5.5 µM; 200,000 tested, 0.35% active; AID 920; NIH 3T3 STAT1-luciferase reporter, luminescence;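 active = inhibition above a set limit, the mean inhibition across all tested compounds plus 3 SD, cut at about 34% in these data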;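 also: 0% = IFN-gamma with DMSO and 100% = IFN-gamma with 300 µM nifuroxazide; values of inactives mirror those of a sister screen read the other way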
STAT3 activator: STAT3 signaling activation. 190,000 tested, 0.91% active. U3A cells, IL-6 STAT3-luciferase reporter, luminescence; 100% = signal with IL-6 EC80 alone. activation (% of control), % at 5.6 µM. AID 871;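 active = activation above the screen-wide mean of compound activation plus 3 SD, cut at about 130% in these data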;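 also: 0% = background luminescence of wells with medium and substrate only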
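System – human U3A cells carrying STAT3-luciferase construct · Probe or stimulus – Interleukin-6, 33 ng/mL · Schedule – compound 1 h, then IL-6 6 h at 37 °C · Signal – luminescence from STAT3-driven luciferase reporter · Evaluation – percent of IL-6-only median luminescence · Benchmarks – IL-6-only high control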
APP transl inh: APP translation inhibition; AID 1285; inhibition, % at 2 µM; 190,000 tested, 0.82% active; SH-SY5Y APP 5'UTR-luciferase reporter, luminescence;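 active = inhibition above a set limit, derived from the sample mean plus 3 SD, cut at about 45% in these data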; also: values of inactives mirror those of a sister screen read the other way
STAT1 activator: activators of IFN-gamma induced STAT1 signaling; NIH 3T3 STAT1-luciferase reporter, luminescence; 100% = IFN-gamma alone, no compound; activation (% of control), % at 5.5 µM; 200,000 tested, 2.6% active;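 active = activation above the screen-wide mean activation plus 3 SD, cut at about 130% in these data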;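 also: raw ratio to IFN-gamma control signal so 100% means no change and 0% no light; values of inactives mirror those of a sister screen read the other way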
Diaph act CS: diaphorase activation or chemical reduction counter-screen | Diaphorase/resazurin coupled assay, resorufin fluorescence, 16 min; active compounds read high; 1 = vehicle wells, 0 = NADH-free wells | activation factor at 20 µM | 190,000 tested, 0.005% active;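 active = diaphorase activity raised at least twofold by the compound at 20 µM; inactive = activation factor below 2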
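test system = bacterial diaphorase enzyme (C. kluyveri) | quantity = enzyme 0.07 U/mL final | reagent = NADH substrate 0.114 mM plus resazurin dye 0.1 mM, final | incubation = 16 min enzyme reaction, ambient temperature | buffer or medium = HEPES pH 7.4 buffer with MgCl2 and Tween 20 | signal = fluorescence of resorufin, 544 nm excitation, 590 nm emission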
Diaph inh CS: diaphorase inhibition or chemical oxidation counter-screen; diaphorase resazurin-to-resorufin fluorescence, NADH, 16 min; bacterial (C. kluyveri) enzyme, not human; 190,000 tested, 0.69% active; inhibition, % at 20 µM;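 active = primary screen inhibition at 20 µM above a set limit, cut at about 50% in these data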;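 also: plate controls were DMSO with full reaction for no effect and wells lacking NADH for full effect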
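Test system: diaphorase enzyme from Clostridium kluyveri; amount: diaphorase at 0.14 U/mL in enzyme working solution; detection: fluorescence of resorufin formed from resazurin, Ex 544/Em 590 nm; times: reaction incubation of 16 min at room temperature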
TLR4-MyD88 BLA: TLR4-MyD88 interaction inhibition in cells | O00206+Q99836 | HeLa CL3-4 TLR4/MyD88 BLA complementation, FRET ratio | inhibition, % at 8.4 µM | 200,000 tested, 0.18% active | AID 861; in the data active = inhibition above about 25%;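 also: 0% = vehicle and 100% = reference inhibitor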
Target sequence (O00206 whole entry, looked up): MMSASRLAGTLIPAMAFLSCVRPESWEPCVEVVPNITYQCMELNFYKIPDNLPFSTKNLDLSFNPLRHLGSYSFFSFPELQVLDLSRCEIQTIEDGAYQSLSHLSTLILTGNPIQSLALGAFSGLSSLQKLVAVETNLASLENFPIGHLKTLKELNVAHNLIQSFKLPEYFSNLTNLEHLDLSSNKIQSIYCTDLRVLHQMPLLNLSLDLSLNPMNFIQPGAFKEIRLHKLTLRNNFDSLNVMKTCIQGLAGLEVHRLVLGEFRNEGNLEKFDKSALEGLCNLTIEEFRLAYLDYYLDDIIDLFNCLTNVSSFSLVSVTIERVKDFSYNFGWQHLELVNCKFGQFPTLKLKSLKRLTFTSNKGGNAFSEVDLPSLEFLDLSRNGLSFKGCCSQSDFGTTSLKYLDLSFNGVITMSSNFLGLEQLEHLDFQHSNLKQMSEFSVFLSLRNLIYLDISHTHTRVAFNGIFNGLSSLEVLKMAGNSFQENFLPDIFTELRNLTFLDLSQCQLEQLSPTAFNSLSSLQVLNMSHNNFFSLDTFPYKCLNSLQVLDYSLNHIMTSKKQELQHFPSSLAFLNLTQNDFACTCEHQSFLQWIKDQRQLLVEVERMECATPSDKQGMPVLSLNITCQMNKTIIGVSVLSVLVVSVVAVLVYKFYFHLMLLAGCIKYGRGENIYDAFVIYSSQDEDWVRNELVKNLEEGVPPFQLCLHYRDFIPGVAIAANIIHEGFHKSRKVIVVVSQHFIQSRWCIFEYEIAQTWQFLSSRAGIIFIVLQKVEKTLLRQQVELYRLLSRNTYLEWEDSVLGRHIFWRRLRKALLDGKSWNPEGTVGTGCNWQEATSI
Target sequence (Q99836 whole entry, looked up): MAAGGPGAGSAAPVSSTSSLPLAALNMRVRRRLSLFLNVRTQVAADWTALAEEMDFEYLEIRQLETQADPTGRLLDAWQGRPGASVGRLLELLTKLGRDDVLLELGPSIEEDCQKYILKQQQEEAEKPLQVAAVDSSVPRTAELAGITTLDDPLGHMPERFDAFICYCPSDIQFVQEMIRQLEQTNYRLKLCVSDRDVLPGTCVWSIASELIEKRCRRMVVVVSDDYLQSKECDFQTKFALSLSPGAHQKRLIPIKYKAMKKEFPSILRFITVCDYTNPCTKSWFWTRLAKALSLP
STAT3 blocker: STAT3 signaling inhibition; 190,000 tested, 0.89% active; U3A cells, IL-6 STAT3-luciferase reporter, luminescence; host cell line lacks STAT1; inhibition, % at 5.5 µM;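 active = inhibition above the mean inhibition across all screened compounds plus 3 SD, cut at about 44% in these data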;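 also: 0% = DMSO only wells and 100% = 100 µM nifuroxazide control wells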
Hsp70 act: transcriptional activators of Hsp70; HeLa Hsp70 promoter luciferase reporter, luminescence; scaled: vehicle 0, proteasome-inhibitor control 100%; activation, % at 10 µM; 200,000 tested, 0.04% active;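 active = activation above the mean across all tested compounds plus 3 SD, cutoff set per campaign, cut at about 5.5% in these data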;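 also: 100% = MG132 at 30 µM as the positive control and 0% = DMSO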
Starred values were filed as active, the others as inactive.

Screening Cc1cccc(OCCCSc2nc3ccccc3[nH]2)c1 returned G6PDH CS 11, STAT1 inh -1, STAT3 activator 92, APP transl inh 1, STAT1 activator 101, Diaph act CS 0.7, Diaph inh CS 28, TLR4-MyD88 BLA 4, STAT3 blocker 14 and Hsp70 act 0.0.
For O=C(C(=O)N1CCCc2ccccc21)c1c[nH]c2ccccc12 the results were G6PDH CS -2, STAT1 inh -11, STAT3 activator 131, APP transl inh -2, STAT1 activator 110, Diaph act CS 1, Diaph inh CS -5, TLR4-MyD88 BLA 13, STAT3 blocker -32 and Hsp70 act -0.2.
Screening Cc1ccc(OCCCN2CCOCC2)c([N+](=O)[O-])c1 returned G6PDH CS 8, STAT1 inh -28, STAT3 activator 100, APP transl inh -32, STAT1 activator 125, Diaph act CS 0.8, Diaph inh CS 23, TLR4-MyD88 BLA 14, STAT3 blocker 2 and Hsp70 act -0.4.
CCC(=Nc1ccccc1OC)C1=C(O)CC(c2ccccc2)CC1=O (configuration not stated) was read as G6PDH CS 3, STAT1 inh 1, STAT3 activator 102, APP transl inh 9, STAT1 activator 98, Diaph act CS 1, Diaph inh CS 4, TLR4-MyD88 BLA -7, STAT3 blocker 9 and Hsp70 act 0.3.
O=C(NCc1ccco1)C1CCCN(S(=O)(=O)c2ccc(Cl)cc2)C1 (configuration not stated) was read as G6PDH CS -1, STAT1 inh 4, STAT3 activator 108, STAT1 activator 97, Diaph act CS 0.9, Diaph inh CS 10, TLR4-MyD88 BLA -15, STAT3 blocker -12 and Hsp70 act -0.2.
CCN(C(=O)CCCC(=O)N(CC)c1ccccc1)c1ccccc1 was read as G6PDH CS -1, STAT1 inh 14, STAT3 activator 104, APP transl inh -15, STAT1 activator 87, Diaph act CS 1, Diaph inh CS 1, TLR4-MyD88 BLA -11, STAT3 blocker 1 and Hsp70 act -0.3.
For C/C=C/COC(=O)c1[nH]c2c(c1C)C(=O)CC(c1ccco1)C2 (configuration not stated) the results were G6PDH CS -31, STAT1 inh 15, STAT3 activator 102, APP transl inh 95*, STAT1 activator 87, Diaph act CS 0.9, Diaph inh CS 5, TLR4-MyD88 BLA -2, STAT3 blocker 3 and Hsp70 act 0.8.
CC(C)(C)C(=O)NC(=S)Nc1ccccc1C(N)=O was read as G6PDH CS 15, STAT1 inh 2, STAT3 activator 97, APP transl inh -14, STAT1 activator 98, Diaph act CS 0.9, Diaph inh CS 14, TLR4-MyD88 BLA 2, STAT3 blocker 7 and Hsp70 act 0.1.
CCOC(=O)Cc1csc(SCC(=O)N2CCN(c3ccc(OC)cc3)CC2)n1 was read as G6PDH CS 5, STAT1 inh -2, STAT3 activator 97, APP transl inh -4, STAT1 activator 102, Diaph act CS 0.9, Diaph inh CS 9, TLR4-MyD88 BLA -7, STAT3 blocker 11 and Hsp70 act -0.6.
`Cc1nn(C)c(Oc2ccc(Cl)cc2)c1C(=O)O` gave G6PDH CS -10, STAT1 inh -7, STAT3 activator 105, APP transl inh -2, STAT1 activator 106, Diaph act CS 0.8, Diaph inh CS 21, TLR4-MyD88 BLA 4, STAT3 blocker -3 and Hsp70 act -0.2.
`O=C(NCc1ccc(F)cc1)c1ccc(Br)o1` gave G6PDH CS 8, STAT1 inh 0, STAT3 activator 101, APP transl inh -4, STAT1 activator 99, Diaph act CS 1, Diaph inh CS 2, TLR4-MyD88 BLA -10, STAT3 blocker 1 and Hsp70 act -0.2.
COc1ccc(C)cc1NC(=O)CSc1nnc(-c2ccc(OC)c(OC)c2)n1N was read as G6PDH CS -2, STAT1 inh 2, STAT3 activator 115, APP transl inh -17, STAT1 activator 98, Diaph act CS 0.9, Diaph inh CS 6, TLR4-MyD88 BLA 3, STAT3 blocker -10 and Hsp70 act -0.5.
For CCCN1C(=O)/C(=C\C=C2/Sc3ccccc3N2CCO)SC1=S the results were G6PDH CS 3, STAT1 inh -1, STAT3 activator 90, APP transl inh -2, STAT1 activator 100, Diaph act CS 1, Diaph inh CS 0, TLR4-MyD88 BLA -2, STAT3 blocker 15 and Hsp70 act -0.2.
Screening Cc1ccc(C(=O)OC2OC(=O)C(Cl)=C2N2CCOCC2)cc1 (configuration not stated) returned G6PDH CS 40, STAT1 inh 11, STAT3 activator 91, APP transl inh 13, STAT1 activator 90, Diaph act CS 0.9, Diaph inh CS 9, TLR4-MyD88 BLA -8, STAT3 blocker 14 and Hsp70 act -0.3.
Screening CCCc1cc(C(=O)OC)c(NC(=O)c2cc(C)on2)s1 returned G6PDH CS 3, STAT1 inh -5, STAT3 activator 98, APP transl inh 10, STAT1 activator 102, Diaph act CS 0.9, Diaph inh CS 6, TLR4-MyD88 BLA -1, STAT3 blocker 6 and Hsp70 act -0.3.
For Nc1nncn1C(=O)CCCOc1ccc(Cl)cc1Cl the results were G6PDH CS 6, STAT1 inh 4, STAT3 activator 98, APP transl inh 16, STAT1 activator 98, Diaph act CS 0.9, Diaph inh CS 7, TLR4-MyD88 BLA 2, STAT3 blocker 6 and Hsp70 act -0.2.
`CC1(C)Cc2c(C#N)c(NCCN3CCOCC3)nc(-c3ccco3)c2CO1` gave G6PDH CS 12, STAT1 inh 2, STAT3 activator 110, APP transl inh -1, STAT1 activator 98, Diaph act CS 1.1, Diaph inh CS -9, TLR4-MyD88 BLA -10, STAT3 blocker -7 and Hsp70 act -0.4.
CN(Cc1ccccc1)C(=C(Cl)Cl)/C(=C1/NCCN1C)[N+](=O)[O-] was read as G6PDH CS 6, STAT1 inh -4, STAT3 activator 100, APP transl inh 7, STAT1 activator 103, Diaph act CS 0.9, Diaph inh CS 8, TLR4-MyD88 BLA 0, STAT3 blocker 6 and Hsp70 act -0.1.
COc1ccc(C(=O)CNc2ccccc2CO)cc1 was read as G6PDH CS 0, STAT1 inh -15, STAT3 activator 94, APP transl inh -19, STAT1 activator 113, Diaph act CS 1, Diaph inh CS 2, TLR4-MyD88 BLA -11, STAT3 blocker 8 and Hsp70 act -0.1.
Screening O=C(COC(=O)c1cnccn1)NCCc1ccc(Cl)cc1Cl returned G6PDH CS 6, STAT1 inh -16, STAT3 activator 110, APP transl inh 3, STAT1 activator 114, Diaph act CS 1, Diaph inh CS 4, TLR4-MyD88 BLA 10, STAT3 blocker -3 and Hsp70 act 0.0.
Screening COC(=O)CN1C(=O)N/C(=C/c2cc3c(cc2OC)OCO3)C1=O returned G6PDH CS 6, STAT1 inh -4, STAT3 activator 98, APP transl inh 4, STAT1 activator 102, Diaph act CS 1, Diaph inh CS 4, TLR4-MyD88 BLA 5, STAT3 blocker 4 and Hsp70 act 0.1.
`CCOC(=O)N1CCN(C(=O)CSc2nnc(-c3cccs3)o2)CC1` gave G6PDH CS 3, STAT1 inh 3, STAT3 activator 103, APP transl inh -10, STAT1 activator 97, Diaph act CS 0.8, Diaph inh CS 16, TLR4-MyD88 BLA 0, STAT3 blocker 1 and Hsp70 act 0.2.
COC(=O)NNC(=S)NCc1ccc(C)cc1 was read as G6PDH CS -7, STAT1 inh 0, STAT3 activator 104, APP transl inh -10, STAT1 activator 100, Diaph act CS 0.9, Diaph inh CS 14, TLR4-MyD88 BLA 4, STAT3 blocker -2 and Hsp70 act -0.6.
`O=C(Cn1c(=O)sc2ccccc21)NCc1ccccn1` gave G6PDH CS -12, STAT1 inh -22, STAT3 activator 113, APP transl inh -19, STAT1 activator 119, Diaph act CS 0.9, Diaph inh CS 12, TLR4-MyD88 BLA -11, STAT3 blocker -10 and Hsp70 act 0.2.
Screening COc1ccc(-c2c(C#N)c(N)nc3c2c(=O)n(C)c(=O)n3C)cc1 returned G6PDH CS 10, STAT1 inh 28, STAT3 activator 97, APP transl inh -9, STAT1 activator 73, Diaph act CS 1, Diaph inh CS 3, TLR4-MyD88 BLA -5, STAT3 blocker 6 and Hsp70 act -0.4.
Screening Cc1ccccc1C(=O)N[C@H](C(=O)Nc1ccc(Cl)c(Cl)c1)C(C)C returned G6PDH CS 11, STAT1 inh 4, STAT3 activator 102, APP transl inh 4, STAT1 activator 97, Diaph act CS 1, Diaph inh CS 4, TLR4-MyD88 BLA 5, STAT3 blocker 0 and Hsp70 act -0.4.
`Cc1ccc(CNc2cnn(C34CC5CC(CC(C5)C3)C4)c(=O)c2Cl)cc1` gave G6PDH CS -8, STAT1 inh -3, STAT3 activator 101, APP transl inh 1, STAT1 activator 103, Diaph act CS 0.9, Diaph inh CS 12, TLR4-MyD88 BLA 9, STAT3 blocker 7 and Hsp70 act -0.3.
For CCOC(=O)C1=C(c2ccccc2)N=c2s/c(=C\c3ccco3)c(=O)n2C1c1cccs1 (configuration not stated) the results were G6PDH CS 2, STAT1 inh 7, STAT3 activator 106, APP transl inh 1, STAT1 activator 94, Diaph act CS 0.8, Diaph inh CS 20, TLR4-MyD88 BLA 4, STAT3 blocker 1 and Hsp70 act -0.3.
For CCOCc1[nH]c(=S)[nH]c(=O)c1Cc1ccc(OC(C)C)cc1 the results were G6PDH CS 16, STAT1 inh 2, STAT3 activator 96, APP transl inh -21, STAT1 activator 98, Diaph act CS 0.8, Diaph inh CS 20, TLR4-MyD88 BLA -14, STAT3 blocker 6 and Hsp70 act -0.5.
CCn1c(COc2ccc(Cl)cc2)nnc1SC1CCc2ccccc2C1=O (configuration not stated) was read as G6PDH CS -15, STAT1 inh -2, STAT3 activator 126, APP transl inh -6, STAT1 activator 102, Diaph act CS 0.7, Diaph inh CS 34, TLR4-MyD88 BLA 3, STAT3 blocker -26 and Hsp70 act -0.5.

Arranged by length of the SMILES (highest first): some entries from above.
Screening Cc1ccccc1C(=O)N[C@H](C(=O)Nc1ccc(Cl)c(Cl)c1)C(C)C returned G6PDH CS 11, STAT1 inh 4, STAT3 activator 102, APP transl inh 4, STAT1 activator 97, Diaph act CS 1, Diaph inh CS 4, TLR4-MyD88 BLA 5, STAT3 blocker 0 and Hsp70 act -0.4.
`O=C(Cn1c(=O)sc2ccccc21)NCc1ccccn1` gave G6PDH CS -12, STAT1 inh -22, STAT3 activator 113, APP transl inh -19, STAT1 activator 119, Diaph act CS 0.9, Diaph inh CS 12, TLR4-MyD88 BLA -11, STAT3 blocker -10 and Hsp70 act 0.2.
COC(=O)NNC(=S)NCc1ccc(C)cc1 was read as G6PDH CS -7, STAT1 inh 0, STAT3 activator 104, APP transl inh -10, STAT1 activator 100, Diaph act CS 0.9, Diaph inh CS 14, TLR4-MyD88 BLA 4, STAT3 blocker -2 and Hsp70 act -0.6.
